G9a block: blocks human histone lysine methyltransferase G9a. G9a H3K9 monomethylation, AlphaScreen, 2 h. Potency, µM (highest dose often 102 µM), for the others: top-dose activity, negative = inhibition, hits mostly inhibitors. hit rate 8.8% among 350,000; also: % is scaled to controls: 0 for no effect and ±100 for the full control effect; nearly all actives have a fitted effect of over 75% in size
Target sequence (Q96KQ7 913-1193 limits assumed): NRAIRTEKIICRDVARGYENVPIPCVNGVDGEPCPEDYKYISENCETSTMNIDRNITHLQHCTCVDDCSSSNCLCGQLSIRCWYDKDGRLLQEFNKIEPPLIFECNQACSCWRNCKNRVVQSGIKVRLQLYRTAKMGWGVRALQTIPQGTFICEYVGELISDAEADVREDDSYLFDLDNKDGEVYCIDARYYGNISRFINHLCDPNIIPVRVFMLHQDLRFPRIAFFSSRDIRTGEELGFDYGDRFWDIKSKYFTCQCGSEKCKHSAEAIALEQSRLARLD
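Methyltransferase reactions run at room temperature for 2 h (20 nM enzyme, 500 nM biotin-H3K9 peptide, 20 uM SAM) after a 15 min compound preincubation; product detected by AlphaScreen beads and anti-H3K9me1 antibody.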
POLI inh: DNA polymerase iota (human) inhibition. Q9UNA4. Pol iota fluorescent replication assay, 10 min. Potency, µM (series often up to 115 µM), for the others: top-dose activity, negative = inhibition, most hits filed as inhibitors. hit rate 1% among 390,000
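Fluorescent replication assay read twice, at 0 min and 10 min after adding 50 nM (final) substrate. Enzyme (10 nM) and compounds were first incubated 15 min at room temperature; enzyme-free buffer wells were negative controls.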
POLK inh: inhibitors of human DNA polymerase kappa | purified Pol kappa, fluorescent DNA synthesis assay, 10 min | Potency, µM (top dose mostly 107 µM), without a hit: top-dose activity, negative = inhibition, hits mostly inhibitors | hit rate 0.53% among 400,000; also: % is scaled to controls: 0 for no effect and ±100 for the full control effect
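Enzyme at 10 nM met test compounds for 15 min at room temperature. Substrate addition (50 nM final) began the reaction, which was monitored by fluorescence at 0 and 10 min.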
POLH inh: DNA polymerase eta (human) inhibition; Q9Y253; recombinant Pol eta, fluorescent DNA replication assay; Potency, µM (highest dose often 114 µM), without a hit: at the top dose activity change, negative = inhibition, actives largely listed as inhibitors; hit rate 1.2% among 390,000; AID 588591; also: % is scaled to controls: 0 for no effect and ±100 for the full control effect
Target sequence (Q9Y253 whole entry, looked up): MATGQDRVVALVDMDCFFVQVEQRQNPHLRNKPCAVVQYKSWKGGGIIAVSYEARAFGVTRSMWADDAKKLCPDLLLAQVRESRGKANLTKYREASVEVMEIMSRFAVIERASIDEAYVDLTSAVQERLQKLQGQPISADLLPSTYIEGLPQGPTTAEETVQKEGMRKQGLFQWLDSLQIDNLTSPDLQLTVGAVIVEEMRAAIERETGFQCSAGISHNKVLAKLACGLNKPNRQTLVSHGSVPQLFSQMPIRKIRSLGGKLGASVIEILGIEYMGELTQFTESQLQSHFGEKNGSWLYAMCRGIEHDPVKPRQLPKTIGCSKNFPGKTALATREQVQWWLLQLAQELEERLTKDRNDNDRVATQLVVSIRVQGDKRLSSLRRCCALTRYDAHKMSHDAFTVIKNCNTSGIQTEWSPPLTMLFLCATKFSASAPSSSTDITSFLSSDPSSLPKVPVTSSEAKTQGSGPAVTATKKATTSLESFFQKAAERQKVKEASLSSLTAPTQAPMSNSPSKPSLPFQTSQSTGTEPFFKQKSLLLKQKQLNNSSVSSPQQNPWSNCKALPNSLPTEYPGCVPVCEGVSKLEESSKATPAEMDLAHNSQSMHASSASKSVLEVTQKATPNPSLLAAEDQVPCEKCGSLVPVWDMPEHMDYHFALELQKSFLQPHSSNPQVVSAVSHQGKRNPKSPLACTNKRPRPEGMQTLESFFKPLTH
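Pol eta (10 nM) was preincubated with compounds for 15 min at room temperature, after which fluorescent replication substrate (50 nM final) was added to start the reaction. Fluorescence was read kinetically at 0 and 10 min.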
BAZ2B block: inhibitors of human BAZ2B bromodomain | Potency, µM (titrated, usually from 114 µM), for inactives: top-dose activity change, negative = inhibition, most hits filed as inhibitors | hit rate 4.4% among 360,000 | AlphaScreen BAZ2B-H3K14Ac peptide displacement; also: % is scaled to controls: 0 for no effect and ±100 for the full control effect; nearly all actives have a fitted effect of over 60% in size
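BAZ2B 50 nM plus b-H3(5-23)K14Ac 50 nM, PBS pH 7.4/0.01% Tween-20, 30 min RT; compound added (max 110 uM), 30 min RT; streptavidin donor/Ni-chelate acceptor beads 10 ug/mL final, 20 min dark; AlphaScreen read.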
APEX1 inh: blocks human APE1 abasic DNA cleavage; hit rate 0.35% among 350,000; recombinant APE1, TAMRA/BHQ-2 abasic DNA cleavage fluorescence; Potency, µM (highest dose often 65.8 µM), for inactives: top-dose activity change, negative = inhibition, most hits filed as inhibitors;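 also: plate controls were vehicle for no effect and reference inhibitor for full effect; nearly all actives have a fitted effect of over 55% in size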
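Endonuclease cleavage of a quenched abasic-site DNA duplex (50 nM) by APE1 (0.75 nM) was tracked by TAMRA dequenching. Compounds were preincubated with enzyme 15 min at room temperature; data normalized to buffer-only and DMSO wells plus NSC13755 control.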
POLB inh: blocks human DNA polymerase beta activity. hit rate 1.3% among 340,000. AID 485314. Pol beta primer extension/strand displacement, fluorescence kinetic. Potency, µM (highest dose often 114 µM), inactives show at the highest dose activity change, negative = inhibition, actives largely listed as inhibitors; also: % is scaled to controls: 0 for no effect and ±100 for the full control effect
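Pol beta (10 nM) was preincubated with compound for 15 min at room temperature. The reaction was then started with 50 nM substrate and read immediately and after a further 10 min at room temperature.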
BLM helicase inh: Bloom syndrome helicase (human) inhibition | AID 2528 | recombinant BLM DNA unwinding, fluorescence dequenching | P54132 | hit rate 0.2% among 350,000 | Potency, µM (titrated, usually from 56.1 µM), for the others: at the highest dose activity change, negative = inhibition, hits mostly inhibitors;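 also: plate controls were vehicle for no effect and no enzyme for full effect; nearly all actives have a fitted effect of over 35% in size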
JMJD2A Tudor: JMJD2A Tudor domain (human) inhibition. O75164. AlphaScreen JMJD2A-Tudor / H3K4me3 peptide binding. hit rate 4.4% among 390,000. Potency, µM (top dose mostly 114 µM), inactives show top-dose activity change, negative = inhibition, actives largely listed as inhibitors; also: % is scaled to controls: 0 for no effect and ±100 for the full control effect; nearly all actives have a fitted effect of over 50% in size
Active calls of the source: *; ? = inconclusive; . = not tested or not shown; [ ] = another dose, or the depositor's remark. Calls follow the shape of the dose curve; as a rule, active = well fitted curve in the direction sought with a large enough effect; inconclusive = small, poorly fitted or top-dose-only effect, or another doubt; inactive = no such curve, though single readings can be large; an effect the other way counts as inactive or inconclusive. Potency is read from the fitted curve at half-maximal effect.

SMILES	G9a block	POLI inh	POLK inh	POLH inh	BAZ2B block	APEX1 inh	POLB inh	BLM helicase inh	JMJD2A Tudor
CCOc1ccc(CCNC(=O)c2oc(=O)c3ccccc3c2-c2ccc(C)cc2)cc1OCC	?	6%	-2%	-19%	.	.	29%	-8%	-23%
COc1ccc(-c2nc3cc(C(C)C)ccc3o2)cc1NC(=O)c1ccccc1[N+](=O)[O-]	7%[59 µM]	-3%	-9%	-22%	-19%	.	3%	-5%	-6%
COC(=O)c1ccccc1NC(=O)CNc1cc(Cl)ccc1N1CCOCC1	45µM*	1%	-11%	-15%	-5%	-3%	12%	-15%	-25%
CCc1nnc(NC(=O)CSc2nnc(-c3cccnc3)n2CC)s1	?	25%	10%	-6%	21%	-7%	34%	-2%	-2%
O=C(COC(=O)c1ccc([N+](=O)[O-])s1)NCc1ccccc1	?	?	-22%	?	0%	?	13µM*	-15%	-1%
Cc1nn(S(=O)(=O)c2ccc(Cl)cc2)c(C)c1S(=O)(=O)N1CCOCC1	?	?	-5%	6%	-8%	7%	36%	-2%	?
O=C(NCC1COc2ccccc2O1)c1ccco1 (stereo not given)	4%	-12%	8%	-8%	-5%	-4%	7%	3%	4%
COc1ccc(C(=O)Nc2nc3nc(-c4ccccc4)cc(=O)n3[nH]2)cc1	?	23%	-10%	10%	12%	-5%	12%	-2%	-13%
CC(=O)Nc1ccc(S(=O)(=O)NCC(=O)OC(C)c2ccccc2Cl)cc1 (stereo not given)	3%[59 µM]	-21%	-5%	-23%	-22%	-1%	11%	-3%	-10%
COC(=O)c1ccc(C(=O)NC2CCCN(Cc3ccc(Cl)cc3)C2)nc1 (stereo not given)	4%	8%	-3%	-8%	3%	7%	1%	-1%	-20%
CCOC(=O)Cn1nnnc1CN(Cc1ccccc1)Cc1cc2cc(CC)ccc2[nH]c1=O	-17%[59 µM]	-18%	3%	-9%	-20%	8%	4%	-5%	-14%
Clc1ccc(Cc2nnc(-c3cccs3)o2)cc1	0%	-15%	-26%	-7%	-3%	-1%	-11%	2%	-1%
CCCOc1cccc(C(=O)Nc2cccc(NC(=O)c3ccc(C(C)(C)C)cc3)c2)c1	0%[59 µM]	13%	-8%	-20%	-1%	.	1%	-2%	-10%
C[C@@H]1CN([C@@H](C)CO)C(=O)Cc2cc(NC(=O)Nc3cccc4ccccc34)ccc2O[C@@H]1CN(C)Cc1ccc(C(F)(F)F)cc1	.	-3%	-4%	-5%	.	-7%	.	.	-34%
COc1ccc(-n2nc(C(=O)N3CCN(c4ccccc4OC)CC3)c3c4ccccc4n(C)c3c2=O)cc1Cl	31%[59 µM]	21%	-4%	-13%	.	.	5%	0%	-10%
C[C@H](NC(=O)[C@H]1N2C(=O)c3ccccc3C2SC1(C)C)C(=O)NCc1ccncc1 (stereo not given in full)	-8%[59 µM]	-13%	-5%	-10%	-24%	59%[activator]	-2%	-6%	4%
CCOC(=O)c1[nH]c(COC(=O)c2ccccc2NC(=O)c2ccco2)c(C(=O)OCC)c1C	-1%[12.7 µM]	26%	5%	-17%	-28%	-2%	27%	-5%	-7%
CC(CNC(=O)Cn1ccc2cc(S(=O)(=O)N3CCCCCC3)ccc21)c1ccccc1 (stereo not given)	-26%[59 µM]	3%	-13%	-12%	-12%	.	?	-7%	-24%
Cc1ccc(C)c(OCc2cc(C(=O)NC3CCOC(C)(C)C3)no2)c1 (stereo not given)	?	35%[activator]	-10%	-3%	-9%	8%	7%	-7%	-13%
Cc1nn(C(C)C(=O)Nc2ccccc2Cl)c(=O)c2nn(-c3ccccc3)c(C)c12 (stereo not given)	.	-9%	-1%	3%	-11%	-5%	27%	2%	-21%
Cc1nc(-c2ccccn2)sc1C(=O)Nc1ccc(F)cc1F	9%[59 µM]	20%	-20%	3%	0%	-4%	16%	-1%	-12%
COc1ccccc1-c1nc(N(C)C)c2ccccc2n1	-8%[0.501 µM]	.	-2%[60.1 µM]	.	.	?	.	173%[activator]	.
O=C(Nc1nnc(SCc2cccnc2)s1)C1CC(=O)N(c2ccccc2)C1 (stereo not given)	?	-2%	-4%	-16%	-2%	0%	?	-3%	-15%
CCCCCC(=O)Nc1ccc(N2CCN(C(=O)CCC)CC2)cc1	?	15%	-11%	1%	12%	-1%	12%	-3%	-14%

POLB inh: what is marked active above.
SMILES	G9a block	POLI inh	POLK inh	POLH inh	BAZ2B block	POLB inh	BLM helicase inh	JMJD2A Tudor
O=C(COC(=O)c1ccc([N+](=O)[O-])s1)NCc1ccccc1	?	?	-22%	?	0%	13µM*	-15%	-1%

Other records.
SMILES	G9a block	POLI inh	POLK inh	POLH inh	BAZ2B block	APEX1 inh	POLB inh	BLM helicase inh	JMJD2A Tudor
CCOC(=O)C(=Cc1ccc(F)cc1)C(=O)OCC	.	.	.	.	7%	2%	5%	-10%	.
Cc1ccc(-n2ncc(C(=O)NCCN3CCc4ccccc4C3)c2C2CCN(C(=O)OC(C)(C)C)CC2)cc1C	?	-4%	-26%	-6%	-15%[57.1 µM]	.	?	-8%	?
C=CCn1cc(C(=O)OC)c(=O)c2cc(S(=O)(=O)N(CC)CC)ccc21	?	11%	8%	4%	?	6%	-3%	-2%	-18%
COc1ccccc1CNC(=O)CCCn1nc(C)c2c(C)n(-c3ccccc3)nc2c1=O	50%	-5%	-2%	-18%	3%	11%	31%	2%	-16%
Cc1ccc2[nH]c(=O)c(CN(Cc3ccccc3Cl)C(=O)N3CCOCC3)cc2c1	-34%[12.7 µM]	2%	4%	-7%	-28%	3%	?	4%	-12%
CCn1c(-c2ccccc2)ccc(C#N)c1=O	54%[activator][59 µM]	3%	-7%	-6%	182%[activator]	-9%	10%	-4%	116%[activator]
COc1cc(C(=O)NNC(=O)c2cccn2C)cc(OC)c1OC	5%[0.501 µM]	2%	-15%	-18%	0%	16%	.	.	-19%
O=C(CN1CCc2ccccc2C1)Nc1ccc(F)cc1F	44%[activator][12.7 µM]	20%	7%	-11%	0%	-12%	-1%	-8%	4%
COc1ccc(CCNCC(O)COc2cccc(Br)c2)cc1 (stereo not given)	-7%	58%[activator]	6%	-19%	-5%	19%	-4%	-9%	-14%
Cc1noc(C)c1CN1C(=O)NC2(CCc3ccccc3C2)C1=O (stereo not given)	-14%[59 µM]	31%[activator]	-17%	-11%	10%	-3%	11%	1%	-8%[57.1 µM]
CCC(C)[C@H]1CNCCN1CCc1cccc(F)c1 (stereo not given in full)	-13%[2.33 µM]	?	-26%	-4%	4%	-14%	.	.	-20%
CCN(c1ccccc1)S(=O)(=O)c1ccc(OC)c(NC(=O)c2cc(Cl)ccn2)c1	56µM*	15%	-12%	-4%	-2%	22%	.	.	-4%
O=c1[nH][nH]c2cc(=O)n(-c3ccc(Cl)cc3)nc12	40µM*	?	79µM*	?	50µM*	?	?	-9%	?
Cc1ccccc1C(=O)Nc1ccccc1NC(=O)c1ccccc1C	-6%	13%	-25%	-11%	-16%	4%	13%	-2%	-17%
COC(=O)C1=C(C(=O)OC)[C@@H]2N(C)c3ccccc3[C@@]23C[C@@H](CO)N(C(=O)NCCBr)C3=N1	3%[59 µM]	6%	-10%	-10%	-21%	-1%	?	-8%	-31%
O=C(NCc1ccc(N2CCCC2=O)cc1)Nc1ccccc1	18%[12.7 µM]	2%	1%	-1%	-1%	3%	1%	1%	-2%
O=C1C=C(c2ccc(-c3ccccc3)cc2)C[C@@H](c2ccc(Cl)cc2)C1	2%[0.501 µM]	18%	2%	-4%	-3%	-23%	.	.	-9%
Cc1ccc(N2CCN(CCCCN3C(=O)C4CCCN4C3=O)CC2)cc1 (stereo not given)	5%[59 µM]	13%	-21%	-20%	-6%	5%	18%	5%	-16%
COCc1cc(=O)[nH]c(=S)[nH]1	4.5µM*	23%	-4%	-15%	-30%	-1%	35%	0%	13µM*
Oc1oc(-c2ccccc2)nc1C=NCc1ccncc1	0%[59 µM]	18%	2%	-13%	-28%	-7%	1%	1%	-20%
O=C(COC(=O)CCC(=O)c1ccc(F)cc1)Nc1ccc2[nH]c(=O)[nH]c2c1	?	?	3%	?	7%	-8%	.	.	-9%
CCN(CC)C(=O)C1CCCN(c2ncnc3onc(C)c23)C1 (stereo not given)	2%[59 µM]	22%	7%	-8%	10%[57.1 µM]	.	-4%	2%	-2%
CN(C)c1ccc(-c2cc(Nc3ccc(F)cc3)ncn2)cc1	2%[0.501 µM]	.	-3%[60.1 µM]	.	.	-7%	.	-14%	.
O=C(C1CCCN(S(=O)(=O)c2cccc3nonc23)C1)N1CCN(c2ccccc2)CC1 (stereo not given)	16%[12.7 µM]	8%	-13%	9%	?	-5%	31%	-1%	-24%

Two compounds from above, reduced to APEX1 inh, POLB inh and POLH inh.
molecule	APEX1 inh	POLB inh	POLH inh
O=c1[nH][nH]c2cc(=O)n(-c3ccc(Cl)cc3)nc12	?	?	?
CN(C)c1ccc(-c2cc(Nc3ccc(F)cc3)ncn2)cc1	-7%	.	.

(next part)
SMILES	G9a block	POLI inh	POLK inh	POLH inh	BAZ2B block	APEX1 inh	POLB inh	BLM helicase inh	JMJD2A Tudor
O=C(Nc1cccc(F)c1)N1CC[C@@]2(CCCN(C(=O)c3ccco3)C2)C1	-2%[12.7 µM]	.	2%[60.1 µM]	.	.	7%	.	1%	.
COc1ccc2c(c1)CCc1cn3nc(C)cc3nc1-2	123%[activator]	96%[activator]	-2%	-14%	90%[activator]	0%	-1%	-4%	103%[activator]
O=C(CSc1nccn1Cc1ccc(F)cc1)Nc1nc2ccccc2s1	-47%[59 µM]	?	-11%[60.1 µM]	-7%	?	.	2%	-6%	?
CN1CCN(C(CNC(=O)C(=O)NC2CCCCC2)c2ccc(F)cc2)CC1 (stereo not given)	-5%	31%[activator]	-3%	-7%	9%	12%	.	.	-26%
O=C(CSCc1ccccc1)N1CCc2ccccc21	36%[activator]	-2%	-27%	-6%	9%	0%	-5%	-2%	64%[activator]
Nc1nc(Nc2cccc(F)c2)nc(NCc2ccco2)c1[N+](=O)[O-]	0%	33%[activator]	-10%	-21%	?	1%	-12%	?	-35%
Cc1ccc(CNC(=O)CCS(=O)(=O)c2cc(Br)cc3c2N(C(=O)C2CC2)CC3)o1	?	-9%	-7%	-10%	-35%	-1%	0%	-2%	-18%

A few values from the results shown.
In POLI inh, Cc1ccc(CNC(=O)CCS(=O)(=O)c2cc(Br)cc3c2N(C(=O)C2CC2)CC3)o1 shows -9%
In POLK inh, CN1CCN(C(CNC(=O)C(=O)NC2CCCCC2)c2ccc(F)cc2)CC1 (stereo not given) shows -3%

Some of the compounds tested (hit frequency here may not be typical).
